# TDP2 inh – TDP2 (human) inhibition, absorbance primary screen; O95551; recombinant TDP2, T5PNP hydrolysis, p-nitrophenol absorbance 415 nm; inhibition, % at 12.8 µM; actives 0.34% (n = 370,000); AID 720702;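 active = inhibition above the mean of all tested compounds plus 3 SD, set per campaign, cut at about 25% in these data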;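 note: 0% = DMSO with enzyme and 100% = buffer with substrate but no TDP2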
# Target sequence (O95551 whole entry, looked up): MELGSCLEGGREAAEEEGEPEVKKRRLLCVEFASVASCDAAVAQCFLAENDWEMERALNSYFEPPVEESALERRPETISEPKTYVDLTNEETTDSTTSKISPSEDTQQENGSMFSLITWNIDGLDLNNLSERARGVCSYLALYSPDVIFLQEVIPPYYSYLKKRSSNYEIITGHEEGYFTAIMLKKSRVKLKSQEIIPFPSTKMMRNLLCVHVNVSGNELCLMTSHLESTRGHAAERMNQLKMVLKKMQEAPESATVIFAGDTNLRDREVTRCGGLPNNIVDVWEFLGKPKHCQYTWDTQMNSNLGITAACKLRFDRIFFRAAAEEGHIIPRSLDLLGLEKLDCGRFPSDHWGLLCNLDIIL
#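 Incubation: 2 h at 37 °C; Test system: recombinant human TDP2; Quantity: enzyme 120 nM; Read-out basis: percent inhibition; Medium: 50 mM Tris-HCl pH 7.5 with Mg2+, KCl, DTT, BSA; Repeats: single replicate; Compound: 12.8 µM single point, 1% DMSO; Signal: epi absorbance; Reagent: 5 mM T5PNP chromogenic substrate; Benchmarks: no-enzyme high, DMSO-plus-enzyme low.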
# ARFGAP1 inhibitor – rat ARFGAP1 inhibition; inhibition, % at 16.5 µM; Q62848; AID 651572; Arfgap1-stimulated ARF1 GTP hydrolysis, GDP FP detection; actives 0.26% (n = 360,000);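 active = inhibition above a per-plate limit, mean inhibition of low control wells plus 3 SD, cut at about 25% in these data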;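 note: 0% = DMSO wells with enzyme and 100% = wells lacking Arfgap1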
#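 Material: rat Arfgap1 catalytic domain, aa 1-136; also added: human ARF1(Δ1-17)-GTP substrate; compound dosing: one concentration, 16.5 µM, DMSO 1.26%; incubation: GTP hydrolysis reaction 2 h at 25 °C; measured by: Tracer-displacement fluorescence polarization with EDTA stop, 620/688 nm; evaluation: % inhibition from polarization; repeats: one replicate per compound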
# ADAM10 inh – inhibits human ADAM10. O14672. recombinant ADAM10, EDANS/DABCYL FRET peptide cleavage, 3 h. inhibition, % at 7 µM. actives 0.62% (n = 370,000);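 active = inhibition above a per-campaign cutoff equal to the mean of compounds falling between control-based bounds plus 3 SD, cut at about 20% in these data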;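 note: 0% = DMSO wells while the 100% control is not disclosed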
# Target sequence (O14672 214-748 limits assumed): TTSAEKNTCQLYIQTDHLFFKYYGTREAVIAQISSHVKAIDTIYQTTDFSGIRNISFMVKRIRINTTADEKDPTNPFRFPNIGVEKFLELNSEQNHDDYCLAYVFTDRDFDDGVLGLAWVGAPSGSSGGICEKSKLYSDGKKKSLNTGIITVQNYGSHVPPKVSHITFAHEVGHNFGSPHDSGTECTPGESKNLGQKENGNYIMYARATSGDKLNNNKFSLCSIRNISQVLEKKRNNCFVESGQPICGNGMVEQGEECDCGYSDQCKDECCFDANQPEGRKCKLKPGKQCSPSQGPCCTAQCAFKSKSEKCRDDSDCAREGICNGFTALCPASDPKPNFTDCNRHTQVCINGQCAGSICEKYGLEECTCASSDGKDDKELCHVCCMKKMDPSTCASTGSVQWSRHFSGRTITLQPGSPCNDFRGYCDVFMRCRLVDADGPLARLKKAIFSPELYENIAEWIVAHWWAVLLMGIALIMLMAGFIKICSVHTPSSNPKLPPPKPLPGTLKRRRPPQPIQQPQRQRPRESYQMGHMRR
# Tn7 DDE FP – inhibitors of Tn7 peptide binding to human fibrin DD(E); FP displacement of FITC-Tn7 peptide from fibrin DD(E); 0% = median of compound wells per plate; inhibition, % at 8.3 µM; P02675; actives 0.13% (n = 370,000);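 active = inhibition above the mean of compounds falling within the control limits plus 3 SD of them, cut at about 14% in these data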;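 note: 0% = plate median of compound wells and 100% = 10 µM Aha-Tn7 peptide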
#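 Test system – human fibrin DD(E) · Times – 10 min preincubation, 3 h with tracer, room temperature · Detection – fluorescence polarization of the labelled Tn7 tracer · Measure – percent inhibition normalized to high-control wells · Benchmarks – high control wells with 10 µM unlabelled Aha-Tn7 peptide (full inhibition) · Repeats – singlicate testing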
# PLC-gamma1 inh – blocks human PLC-gamma1 enzyme activity; inhibition, % at 12.2 µM; P19174; actives 0.84% (n = 370,000); purified PLC-gamma1, fluorogenic substrate, fluorescence; in the data active = inhibition above about 9.5%
# ADAM17 inh – inhibits human ADAM17. recombinant ADAM17, EDANS/DABCYL FRET peptide cleavage. inhibition, % at 6.95 µM. actives 0.83% (n = 370,000). AID 720648;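 active = inhibition above the mean of compounds lying between control limits plus 3 SD, set per campaign, cut at about 8.5% in these data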;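 note: 0% = DMSO-only wells as the low control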
# PLCb3 inh – inhibitors of human phospholipase C beta3; AID 720704; actives 0.18% (n = 370,000); inhibition, % at 12.2 µM; Purified PLC-beta3, fluorogenic substrate, fluorescence; in the data active = inhibition above about 11%;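 note: 0% = median of compound wells on plate and 100% = full blocker control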
# SIAE primary – blocks human sialic acid acetylesterase | SIAE FP-Rh probe binding, fluorescence polarization | Q9HAT2 | actives 0.69% (n = 370,000) | inhibition, % at 9.66 µM;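 active = inhibition above a cutoff: mean of compounds within the control limits plus 3 SD of those, cut at about 17% in these data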;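 note: 0% = plate median of compound wells and 100% = probe without SIAE protein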
# Tn6 DDE FP – disrupts Tn6 cyclic peptide binding to fibrin D-Dimer-E complex. P02675. Fibrin DD(E) TRITC-Tn6 fluorescence polarization displacement. inhibition, % at 8.3 µM. actives 0.21% (n = 370,000). AID 720509;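 active = inhibition above a per-campaign cutoff: mean of compounds within control limits plus 3 SD, cut at about 15% in these data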;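 note: 0% = median of all compound wells on the plate and 100% = blocking peptide control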
# ASAP1 inh – ASAP1 ArfGAP inhibition. ASAP1-stimulated ARF1 GTP hydrolysis, GDP FP detection. inhibition, % at 16.5 µM. actives 0.19% (n = 360,000). AID 624377; in the data active = inhibition above about 25%;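 note: 0% = vehicle with enzyme and substrate and 100% = no enzyme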
# The depositor's hits bear a star; x = no result given.
SMILES,TDP2 inh,ARFGAP1 inhibitor,ADAM10 inh,Tn7 DDE FP,PLC-gamma1 inh,ADAM17 inh,PLCb3 inh,SIAE primary,Tn6 DDE FP,ASAP1 inh
Cc1cccc(-c2nc(CN3CCCC(C(=O)NC4CCC(C)CC4)C3)c(C)o2)c1 (stereo not given),-13,4,-10,1,2,-5,-1,-4,-11,4
CC(C)CC(NC(=O)C1CCC(C)CC1)C(=O)Nc1ccccn1 (stereo not given),4,-3,-9,-1,-2,-2,0,-6,-7,-1
O=C1Nc2ccccc2-c2nnnn2C1N1CCCCC1 (stereo not given),-12,16,-15,-10,5,0,1,8,4,-1
CC1(C(=O)NS(=O)(=O)c2ccccc2Cl)CCN1C(=O)C1CC1 (stereo not given),4,2,-14,3,2,-4,-2,-2,-7,8
COc1ccc(/C=C/C(=O)NC(=S)N2CCSCC2)cc1,0,1,6,-3,6,0,4,-4,7,-5
CC1CCCN(C(=O)Cn2nnc(-c3ccccc3F)n2)C1 (stereo not given),7,3,2,7,1,-2,-5,2,5,-14
CC(C)CCn1c(=O)c2ccccc2n2c(CCl)nnc12,5,-1,-9,7,0,-6,-6,1,-5,1
NC(=O)C[n+]1cccc2ccccc21,5,-10,-58,9,-67,-19,-68,6,-6,-1
CN(C)CCCN(C(=O)c1ccc(S(=O)(=O)N2CCc3ccccc32)cc1)c1nc2ccc(F)cc2s1,9,3,7,-9,6,6,-4,-5,-2,-1
Cc1ccc(CSC2=NCCN2C(=O)C2CC2)cc1,7,-1,-5,7,-1,-6,-1,0,-1,-11
COc1ccccc1NS(=O)(=O)/C=C/c1ccccc1,-2,2,-4,-5,4,-3,-11,-8,-9,-5
COc1ccc(N2CCN(C(=O)CSc3nc4[nH]ncc4c(=O)n3-c3cccc4ccccc34)CC2)cc1,-16,0,11,7,2,4,-2,-2,-4,5
COc1ccc(OC(C)C(=O)N2CCc3ccccc3C2)cc1 (stereo not given),-3,-5,-2,-1,0,1,0,0,3,12
CC1CCCC(NC(=O)Cc2ccc(Br)cc2)C1C (stereo not given),1,3,0,1,2,-3,3,6,0,-7
CC(C)(C)c1ccc(C(=O)OCC(=O)NCc2ccco2)cc1,6,11,-16,5,2,-3,-8,-1,0,-6
O=C(Nc1ccc(F)cc1)C(c1cc2ccccc2o1)N1CCN(C(=O)c2ccco2)CC1 (stereo not given),-4,1,5,7,1,2,-7,-4,3,11
CC(C)c1ccccc1NC(=S)NCc1ccncc1,2,-4,3,-2,1,2,7,4,-4,-11
COC(=O)N/N=C\c1ccccc1OC/C=C/c1ccccc1,9,5,-4,2,-1,3,-4,0,0,13
CCCn1nc(C(=O)OCC(=O)Nc2cccc(S(N)(=O)=O)c2)c2ccccc2c1=O,0,1,-7,7,-2,-5,-7,-3,2,-4
O=C(/C=C/c1cccnc1)c1cc(F)ccc1O,4,-5,-116,2,-25,-40,-40,7,-1,-5

# Part of the list above, showing only Tn6 DDE FP.
compound	Tn6 DDE FP
CC1CCCC(NC(=O)Cc2ccc(Br)cc2)C1C (stereo not given)	0
CC(C)(C)c1ccc(C(=O)OCC(=O)NCc2ccco2)cc1	0
O=C(Nc1ccc(F)cc1)C(c1cc2ccccc2o1)N1CCN(C(=O)c2ccco2)CC1 (stereo not given)	3
CC(C)c1ccccc1NC(=S)NCc1ccncc1	-4
COC(=O)N/N=C\c1ccccc1OC/C=C/c1ccccc1	0

# Some of the entries above in another layout:
SMILES | TDP2 inh | ARFGAP1 inhibitor | ADAM10 inh | Tn7 DDE FP | PLC-gamma1 inh | ADAM17 inh | PLCb3 inh | SIAE primary | Tn6 DDE FP | ASAP1 inh
CC(C)c1ccccc1NC(=S)NCc1ccncc1 | 2 | -4 | 3 | -2 | 1 | 2 | 7 | 4 | -4 | -11
COC(=O)N/N=C\c1ccccc1OC/C=C/c1ccccc1 | 9 | 5 | -4 | 2 | -1 | 3 | -4 | 0 | 0 | 13

# Next section.
SMILES,TDP2 inh,ARFGAP1 inhibitor,ADAM10 inh,Tn7 DDE FP,PLC-gamma1 inh,ADAM17 inh,PLCb3 inh,SIAE primary,Tn6 DDE FP,ASAP1 inh
CCCc1cc(C(=O)Cc2ccccn2)c(O)cc1O,-4,3,-33,5,-23,-11,-46,0,7,-5
CCn1ccnc1CN(C)Cc1nc(CCC(C)C)no1,10,6,-4,5,-3,-1,2,0,5,-5
O=C1CCCN1CCCNC(=S)Nc1ccccc1,7,-15,2,3,3,-3,2,1,0,-17
O=C(Nc1cccc(S(=O)(=O)N2CCCCC2)c1)[C@@H]1CCCN1S(=O)(=O)c1ccccc1C(F)(F)F,7,-4,1,-1,1,5,-7,-12,3,9
COn1c(SCC(N)=O)nc2ccccc2c1=O,8,-1,-2,-4,1,-4,2,7,6,-3
O=C(COc1cccc(Cl)c1)Nc1nc(-c2ccc(S(=O)(=O)N3CCOCC3)cc2)cs1,-1,-2,5,-6,-20,6,-23,-35,5,-2
Cc1cc(NC(=O)c2ccc3c(c2)C(=O)N(Cc2cccnc2)C3=O)no1,4,-2,-2,12,-1,0,2,-7,5,-7
CCOC(=O)[C@H]1[C@H]2COc3ccc(OC)cc3[C@@H]2N2C(=O)c3cc(OC)ccc3NC(=O)[C@@]12C,-3,11,-2,-10,1,2,-2,14,-4,-7
O=C(CN(Cc1ccccc1)S(=O)(=O)c1ccccc1)N1CCOCC1,5,-8,0,-6,-2,1,5,0,1,3
CC(=O)OC12CCCN(C1)/C(=C/c1ccncc1)C2 (stereo not given),2,x,-17,4,-7,-1,-13,1,0,x
O=C(C[C@@H]1C/C=C\C[C@@H](Cc2ccc(F)cc2)C(=O)OC[C@@H]2CCCN2C1=O)N[C@H](CO)Cc1ccccc1,8,-6,-3,11,-1,-3,-2,-2,7,11
O=C1N[C@@H](Cc2ccccc2)COC(=O)[C@@H](Cc2ccc(F)cc2)CC/C=C/C[C@H]1CC(=O)N(CCO)Cc1ccccc1,-2,-3,15,-3,5,7,0,4,-1,-4
Cc1ccc(NC(=O)c2ccc(Cl)c(S(=O)(=O)N3CCc4ccccc43)c2)nc1,-4,-2,8,10,-1,5,0,-19,-7,-3
COc1cc2ccccc2cc1C(=O)NC(=S)Nc1ccc(C(=O)O)cc1,-10,9,-6,8,-4,-2,-8,-72,7,-4
Cc1nnsc1C(=O)N/N=C/c1ccc(OC(F)(F)F)cc1,-2,2,8,-4,-8,-2,-3,-4,0,7
COc1ccccc1C1CCN(c2cc(O)ccc2[N+](=O)[O-])CC1,-19,-3,13,4,-1,2,-9,-7,2,-15
CC(C)Cc1c(O)nc(SCC(=O)Nc2ccc3c(c2)CCC3)[nH]c1=O,7,0,10,4,-3,-6,-5,-1,8,-5
Cc1ccc(C)c(-n2cc(CNCCCn3cccn3)c(-c3ccccc3)n2)c1,-3,-2,3,0,2,3,-1,3,3,-7
CCC(C)c1ccc(NC(=O)Nc2cnccn2)cc1 (stereo not given),-11,7,-7,4,0,-8,-7,-1,-16,-4
COc1ccc(CCNC(=O)c2cc3c(=O)n4cccc(C)c4nc3n(Cc3ccco3)c2=N)cc1OC,5,2,-59,3,-75,-16,-108,-5,6,-6
Cc1ccc2cc3cc(C(=O)NC4CC4)oc3nc2c1,-3,-1,-166,0,-19,-53,-33,4,10,3
COCCn1c(C)cc(C(=O)COC(=O)c2cccnc2SC)c1C,1,9,-22,1,-2,-3,0,1,2,4
Cc1cc2ccccc2nc1SCC(=O)Nc1nc(-c2ccccc2)cs1,6,5,4,-3,2,1,3,1,3,-6
Cc1n[nH]c(=S)n1/N=C/c1cccc(OCc2ccccc2)c1,2,-6,9,-5,4,0,2,12,-1,-13

# An excerpt from above in order of the PLC-gamma1 inh value, high to low:
canonical_smiles | TDP2 inh | ARFGAP1 inhibitor | ADAM10 inh | PLC-gamma1 inh | ADAM17 inh | PLCb3 inh | SIAE primary | Tn6 DDE FP | ASAP1 inh
Cc1n[nH]c(=S)n1/N=C/c1cccc(OCc2ccccc2)c1 | 2 | -6 | 9 | 4 | 0 | 2 | 12 | -1 | -13
Cc1cc2ccccc2nc1SCC(=O)Nc1nc(-c2ccccc2)cs1 | 6 | 5 | 4 | 2 | 1 | 3 | 1 | 3 | -6
Cc1ccc2cc3cc(C(=O)NC4CC4)oc3nc2c1 | -3 | -1 | -166 | -19 | -53 | -33 | 4 | 10 | 3

# Profiles as entered above.
# Listed for COCCn1c(C)cc(C(=O)COC(=O)c2cccnc2SC)c1C : TDP2 inh: 1; ARFGAP1 inhibitor: 9; ADAM10 inh: -22; Tn7 DDE FP: 1; PLC-gamma1 inh: -2; ADAM17 inh: -3; PLCb3 inh: 0; SIAE primary: 1; Tn6 DDE FP: 2; ASAP1 inh: 4
# Listed for Cc1ccc2cc3cc(C(=O)NC4CC4)oc3nc2c1 : TDP2 inh: -3; ARFGAP1 inhibitor: -1; ADAM10 inh: -166; Tn7 DDE FP: 0; PLC-gamma1 inh: -19; ADAM17 inh: -53; PLCb3 inh: -33; SIAE primary: 4; Tn6 DDE FP: 10; ASAP1 inh: 3

# Rows are unselected (roughly 3.6% active in at least one column).
